Compound activity as filed in PubChem BioAssay.
Abeta yeast res – qHTS for compounds that reverse cellular toxicity of Amyloid beta (A-beta) peptide in yeast: Primary Screen; yeast expressing A-beta42, growth rescue, OD600, 48 h; response scale: 0% DMSO, 100% iron-clioquinol control; Potency, µM (doses to about 46.1 µM), for inactives: at the top dose growth rescue, actives largely listed as activators; 0.063% of 410,000 active; AID 1347071, 2019; also: nearly all actives have a fitted effect of over 55% in size
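Growth rescue measured by 600 nm absorbance after 48 h yeast culture at 30 C with compound. Values normalized between DMSO and an equimolar ferric chloride plus clioquinol control.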
FUS suppressor – qHTS for Suppressors of FUS Proteinopathy: Primary screen using FUS-linked yeast assay; S. cerevisiae FUS-expressing, growth rescue, OD600, 24 h; Potency, µM (top dose mostly 76.6 µM), without a hit: at the top dose growth rescue (activation), actives largely listed as activators; AID 1347120, 2019; 0.24% of 390,000 active;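 also: plate controls were DMSO vehicle for no effect and reference control for full effect; nearly all actives have a fitted effect of over 55% in size; some results filed as inactive show a strong effect at the top dose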
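Yeast FUS proteinopathy model; galactose-induced FUS (2%), starting OD 0.005. Cpds in dilution series, 24hr, 30C, 99% humidity. Abs 600 nm growth. Pos ctrl CP55940 (top 92uM final); neg ctrl DMSO.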
* marks the source's active call; other numbers are inactive results; ? = inconclusive; [ ] = another dose, or the depositor's remark. Calls follow the shape of the dose curve; as a rule, active = well fitted activation curve with a large enough effect; inconclusive = small, poorly fitted or top-dose-only effect; inactive = no such curve, though single readings can be large or run the other way. Potency is read from the fitted curve at half-maximal effect.

| mol | FUS suppressor | Abeta yeast res |
| --- | --- | --- |
| Cc1cc2nn(-c3ccccc3)nc2cc1NC(=O)COc1ccc(Cl)cc1 | -3% | -9% |
| CCN1CCN(CCCNC(=O)c2cc3c(=O)n(C)c4ccccc4c3s2)CC1 | -10% | -5% |
| CCc1cccc(C)c1NC(=O)c1ccc2c(c1)CCN2S(=O)(=O)c1ccc(Cl)cc1 | ? | 2% |
| COc1ccc(CNC(=O)c2nc(SCc3ccc(C)cc3)ncc2Cl)cc1 | -2% | -15% |
| Cc1cc(C)c2oc(-c3cccc(NC(=O)c4ccc(Br)o4)c3)nc2c1 | 9% | 1% |
| COc1ccc(C(=O)NCC(c2cccs2)S(=O)(=O)c2ccc(C)cc2)cc1 (centres undefined) | 19% | -15% |
| Cc1cccc(NC(=O)CSc2nc(-c3ccccc3)cc(=O)[nH]2)c1C | -12% | -9% |
| CC(C)CCNC(=O)c1ccc2c(c1)N(Cc1cccc(Cl)c1)C(=O)c1ccccc1S2 | 5% | 1% |
| Cc1cccc(CNC(=O)CSCc2cnn(-c3ccccc3)c2-n2cccc2)c1 | ? | -14% |
| CC(C)c1ccc(Nc2nc3ccc(C(=O)c4ccccc4)cc3n3cnnc23)cc1 | -2% | -1% |
| CN1C(=O)c2ccccc2Sc2ccc(NC(=O)COc3ccc(Cl)cc3)cc21 | 32% | 17% |
| CCC1CN(C(=O)N2CCC(C(=O)NCCOC)CC2)c2ccccc2O1 (centres undefined) | 10% | -11% |
| Cc1ccc(NC(=O)CSc2nnc3scc(-c4ccc(Cl)cc4)n23)cc1 | -8% | -14% |
| COc1ccc(C(=O)Oc2c(Sc3ccccc3)c(C)nn2-c2ccccc2)cc1OC | 42% | -3% |
| CCc1ccc(NC(=O)Cn2c(=O)n(CCC(=O)N3CCc4ccccc4C3)c(=O)c3ccccc32)cc1 | -7% | -8% |
| Cc1cc(C)c(NC(=O)Cn2cc(S(=O)(=O)Cc3ccccc3F)c3ccccc32)c(C)c1 | 11% | -12% |
| CCn1cc(C(=O)N2CCN(c3cccc(Cl)c3)CC2)c(=O)c2cc(S(=O)(=O)N3CCCCC3)ccc21 | 12% | -14% |
| Cc1cccc(C)c1OCC(=O)Nc1nc(-c2ccc(Br)cc2)ns1 | -12% | -15% |
| COc1ccc(NC(=O)C2CCN(S(=O)(=O)c3c(C)noc3/C=C/c3ccco3)CC2)cc1 | ? | -12% |
| COc1ccccc1NC(=O)c1ccc2[nH]c(C)cc(=O)c2c1 | -22% | -6% |
| O=C(Nc1ccccc1Cl)N1CCC(CN2CCCCC2)CC1 | -10% | -13% |
| CCc1nn2c(=O)cc(COC(=O)c3ccccc3NC(=O)COc3ccccc3C)nc2s1 | -4% | -5% |
| CCOC(=O)c1sc2ccccc2c1S(=O)(=O)Nc1c(C)cccc1C | -16% | 0% |
| Cc1ccc(Cn2c(-c3ccccc3)nc3ccccc32)cc1 | 6% | 3% |
| O=C(CNC(=O)c1ccccc1F)OCc1cc(=O)n2nc(C3CCCCC3)sc2n1 | 16% | -11% |
| O=C(CSc1n[nH]c(-c2ccccc2Cl)n1)NCCCc1ccccc1 | 18% | -4% |
| CCCOC(=O)c1ccc(NC(=O)Cn2nnc3sc4c(c3c2=O)CCC(C(C)(C)C)C4)cc1 (centres undefined) | -1% | 1% |
| CCOc1ccccc1NS(=O)(=O)c1ccc2c(c1)CC(C)N2C(=O)C1CCC1 (centres undefined) | ? | -8% |
| CCc1ccccc1NC(=O)CCCn1c(=O)c2cccn2c2ccccc21 | 19% | 6% |
| COc1cc(OC)cc(C(=O)Nc2ccc3oc(-c4cccc5c(Br)cccc45)nc3c2)c1 | -16% | -12% |
| O=C(Nc1ccc(Br)cc1)C1CCCN(S(=O)(=O)c2ccc(Br)s2)C1 (centres undefined) | -8% | -17% |
| Fc1ccc(-c2nc(Nc3cccc(Cl)c3)nc3c2COc2ccccc2-3)cc1 | -7% | 8% |
| CCN(CC)c1cc(C)c2cc(NC(=O)c3cccc(OC)c3)ccc2n1 | 19% | -6% |
| Cc1nn(-c2ccccc2)c2c1N(CCCC(=O)NCc1ccccc1)C(=O)CS2 | 26% | -7% |
| Cc1cccc(OCCn2nnc3sc4c(c3c2=O)CCCC4)c1 | 15% | 19% |
| COc1ccc(Cn2c(=O)[nH]c3cc(C(=O)N4CCN(c5cccc(Cl)c5)CC4)ccc3c2=O)cc1 | -21% | -2% |
| CCN1CCN(c2ncc3c(n2)CCN(Cc2cc(Br)cs2)C3)CC1 | -19% | -6% |
| Cc1c(Cl)cccc1NC(=O)CSc1ncc2c(n1)-c1ccccc1N(C)S2(=O)=O | -25% | -8% |
| CCCCCN1C(C(=O)c2ccccc2)=C(NC(=O)c2ccc(OC)cc2)c2ccccc2S1(=O)=O | 19% | 4% |
| Cc1cc(S(=O)(=O)Nc2ccc3[nH]c(=O)sc3c2)ccc1F | -2% | -5% |
| CCCc1cc(C(=O)Nc2c(C)nn(Cc3ccc(C)cc3)c2C)no1 | 18% | 6% |
| COc1ccc(OC)c(NS(=O)(=O)c2ccc(N3CCCCS3(=O)=O)cc2)c1 | -17% | -7% |
| Cc1cccc(NC(=O)CSc2nnc3[nH]c(=O)cc(C)n23)c1C | -10% | -14% |
| COc1ccc(C(=O)NCC(c2cccs2)S(=O)(=O)c2cccs2)cc1 (centres undefined) | 17% | 0% |
| Cc1cccc(NC(=O)CCn2cnc3ccccc3c2=O)c1 | 3% | -35% |
| COc1ccc(-c2cn3c(n2)sc2cc(C(=O)N4CCCCC4)ccc23)cc1 | 18% | -11% |
| COc1ccc(NC(=O)CCN2CCN(CCO)CC2)cc1 | 12% | -5% |
| CN(C)c1ccc(CNS(=O)(=O)c2ccc(-c3cc(C(F)(F)F)on3)s2)cc1 | 29% | -6% |
| COc1ccc2c(c1)c1c(c(=O)n(-c3ccc(F)c(Cl)c3)c(=O)n1CC(=O)N1CCCC1)n2C | 2% | -6% |
| O=C(c1ccc2c(c1)N(Cc1ccc(F)cc1)C(=O)c1ccccc1S2=O)N1CCC(Cc2ccccc2)CC1 (centres undefined) | ? | 5% |

Complete entries, quoted from the list:
Listed for CCOC(=O)c1sc2ccccc2c1S(=O)(=O)Nc1c(C)cccc1C → FUS suppressor = -16%; Abeta yeast res = 0%
Listed for CCc1ccccc1NC(=O)CCCn1c(=O)c2cccn2c2ccccc21 → FUS suppressor = 19%; Abeta yeast res = 6%

(continued)
| mol | FUS suppressor | Abeta yeast res |
| --- | --- | --- |
| CCN(CC)CCNC(=O)c1ccc(-c2nc(CS(=O)(=O)c3ccc(C)cc3)c(C)o2)cc1 | 4% | -7% |
| Cc1c(C(=O)Nc2ccc(F)cc2F)oc2c1-c1nn(Cc3c(F)cccc3Cl)cc1CC2 | ? | -13% |
| CC1=C(c2cccc(Cl)c2)S(=O)(=O)NC1=NCc1ccccc1C | -16% | -7% |
| O=C(CCn1cnc2onc(-c3ccc(F)cc3)c2c1=O)N1CCN(c2ccccc2F)CC1 | 13% | -2% |
| CCc1nnc(SCc2nc(-c3ccc(OC)c(OC)c3)oc2C)c2cc3sc(C)cc3n12 | 32% | -16% |
| CCC(Sc1nnc(-c2ccc(OC)cc2)c(-c2ccc(OC)cc2)n1)C(=O)Nc1cccc(OC)c1 (centres undefined) | 22% | 6% |
| COc1cc(NS(=O)(=O)c2ccc3[nH]c4c(c3c2)CCCCCC4)cc(OC)c1 | 15% | 6% |
| Cc1ccc(NC(=O)c2cc3cc(C)ccc3n2C)cc1 | -16% | -1% |
| Cc1cccc(NC(=O)c2sc3nc4n(c(=O)c3c2C)N=C(c2ccc(F)cc2)CS4)c1C | -6% | -12% |
| CCCCOc1ccc(C(=O)Nc2nc3c(s2)CC(C)CC3)cc1 (centres undefined) | 3% | -23% |
| CC(=O)c1ccc(Oc2nc(C)nc3c2oc2ccccc23)cc1 | 2% | -12% |
| CCc1ccc(C2CC(=O)c3c([nH]c(C(=O)OCC4CCCCC4)c3C)C2)cc1 (centres undefined) | -9% | -1% |
| CCCc1nn2c(=O)cc(COC(=O)c3ccc(NC(=O)COc4ccc(F)cc4)cc3)nc2s1 | 10% | -15% |
| Cc1ccc(NC(=O)c2cnn(-c3ccc(C)c(C)c3)c2C2CCN(C(=O)OC(C)(C)C)CC2)c(C)c1 | 12% | -9% |
| CCOc1ccc(Nc2oc(/C=C/c3ccc(OC)c(OC)c3)nc2C#N)cc1 | 13% | -11% |
| COc1ccc(C)cc1Nc1nc2c(S(=O)(=O)c3cccc(Cl)c3)nnn2c2ccsc12 | 11% | -2% |
| Cc1nn2c(=O)cc(COC(=O)c3cccc(NC(=O)c4ccc(C(C)(C)C)cc4)c3)nc2s1 | -9% | -7% |
| Cc1ccc(Cn2c(=O)n(Cc3ccccc3)c(=O)c3c(C)c(C)sc32)cc1 | -17% | 9% |
| Cc1sc(-n2cccc2)c(C(C)NC(=O)Nc2ccccc2Cl)c1C (centres undefined) | 17% | -48%[inhibitor] |
| Cc1ccc(NCc2ccccc2-c2nnc(-c3ccccc3Cl)o2)cc1Cl | -1% | -1% |
| COc1ccc(C)cc1NC(=O)c1cc(S(=O)(=O)NCCC2=CCCCC2)ccc1F | 21% | -10% |
| COc1ccc(OC)c(CNC(=O)CN2CC(C)Sc3ccccc32)c1 (centres undefined) | 20% | -2% |
| CCn1nc(C)c(CCN(C)C(=O)Nc2cc(Cl)c(OC)cc2OC)c1C | 6% | -6% |
| Cc1ccc(NC(=O)Cn2nc(-c3ccncc3)ccc2=O)cc1Cl | 5% | 11% |
| COC(=O)c1sc2cccc(F)c2c1S(=O)(=O)Nc1cc(C)c(Cl)cc1OC | ? | -12% |
| CC1=C(C(N)=O)C(c2ccc(C(C)C)cc2)n2nc(SCc3ccccc3)nc2N1 (centres undefined) | 12% | -11% |
| O=C(c1ccc2c(c1)N(Cc1ccc(F)cc1)C(=O)c1ccccc1S2(=O)=O)N1CCCCC1 | 0% | -12% |
| CCCCn1cc(S(=O)(=O)c2ccc(OC)cc2)c(=O)c2cc(F)c(F)cc21 | 26% | 11% |
| COc1ccc(C)cc1NC(=O)CSc1nc(=O)[nH]c2c1CCCC2 | 6% | -34%[inhibitor] |
| CCOc1ccc(N(CC)S(=O)(=O)N2CCCC(C(=O)NCCc3ccc(OC)cc3)C2)cc1 (centres undefined) | 37% | 12% |
| CCOc1ccc2nc(Cl)c(C3CC(c4ccccc4)=NN3C(=O)CCC(=O)O)cc2c1 (centres undefined) | -12% | 4% |
| Cc1ccccc1NS(=O)(=O)c1ccc2[nH]c3c(c2c1)CCCCC3 | 35µM* | -16% |
| CC(C)c1ccc(NC(=O)Cn2nnc(C(=O)NCc3ccc(Cl)cc3)c2N)cc1 | -9% | 10% |
| Cc1cc(C)nc(-n2nc(C)c3c2NC(=O)CC3c2cc(F)ccc2F)n1 (centres undefined) | -5% | -2% |
| COc1cc(Nc2nc(SCC(=O)c3ccc(Cl)c(Cl)c3)nc3ccccc23)cc(OC)c1 | 37% | 2% |
| CCc1ccc(NC(=O)CCCc2nnc3n(CCCOC)c(=O)c4sccc4n23)cc1 | 7% | 10% |
| O=C(COc1ccccc1)N(Cc1cccnc1)c1nc2ccc(F)cc2s1 | 12% | -33%[inhibitor] |
| Cc1ccc(Cl)cc1N1CCN(S(=O)(=O)c2ccc3c(c2)CC(C)N3C(=O)C2CCC2)CC1 (centres undefined) | 12% | 4% |
| COc1ccc(C)c2sc(N(Cc3cccnc3)C(C)=O)nc12 | 21% | 3% |
| Nc1ccc2oc(-c3ccccc3Br)nc2c1 | 7% | -2% |
| COc1ccc(CCNC(=O)C(=O)NCC(c2ccco2)S(=O)(=O)c2cccs2)cc1 (centres undefined) | 7% | -11% |
| COc1ccc(OCCn2c(C(C)Oc3ccccc3)nc3ccccc32)cc1 (centres undefined) | 42% | ? |
| COc1cccc(N2CCN(C(=O)C3CCN(S(=O)(=O)c4c(C)noc4C)CC3)CC2)c1 | -9% | -1% |
| O=C(Nc1c(C(=O)N2CCN(c3ccccc3F)CC2)oc2ccccc12)c1ccccc1F | 23% | -10% |
| CC(=O)c1ccc(NC(=O)Nc2sc3nc4n(c(=O)c3c2C)CCC(C)CC4)cc1 (centres undefined) | -4% | 1% |

Among those listed so far, these have bromine:
| mol | FUS suppressor | Abeta yeast res |
| --- | --- | --- |
| Cc1cc(C)c2oc(-c3cccc(NC(=O)c4ccc(Br)o4)c3)nc2c1 | 9% | 1% |
| Cc1cccc(C)c1OCC(=O)Nc1nc(-c2ccc(Br)cc2)ns1 | -12% | -15% |
| COc1cc(OC)cc(C(=O)Nc2ccc3oc(-c4cccc5c(Br)cccc45)nc3c2)c1 | -16% | -12% |
| O=C(Nc1ccc(Br)cc1)C1CCCN(S(=O)(=O)c2ccc(Br)s2)C1 (centres undefined) | -8% | -17% |
| CCN1CCN(c2ncc3c(n2)CCN(Cc2cc(Br)cs2)C3)CC1 | -19% | -6% |
| Nc1ccc2oc(-c3ccccc3Br)nc2c1 | 7% | -2% |

The list is partial; count on the stated rates, not on these rows.
